mcGAS lum: blocks mouse cGAS activity; Q8C6L5; recombinant cGAS, Kinase-Glo ATP depletion luminescence; inhibition, % at 12.5 µM; hit rate 0.15% among 160,000;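 also: 0% = negative control wells and 100% = reference inhibitor with no enzyme activity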
hcGAS lum: human cGAS inhibition; AID 1259398; hit rate 0.081% among 290,000; Q8N884; inhibition, % at 12.5 µM; recombinant h-cGAS, ATP depletion, Kinase-Glo luminescence;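 also: 0% = vehicle reaction and 100% = reaction without DNA for no activity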
Target sequence (Q8N884 whole entry, looked up): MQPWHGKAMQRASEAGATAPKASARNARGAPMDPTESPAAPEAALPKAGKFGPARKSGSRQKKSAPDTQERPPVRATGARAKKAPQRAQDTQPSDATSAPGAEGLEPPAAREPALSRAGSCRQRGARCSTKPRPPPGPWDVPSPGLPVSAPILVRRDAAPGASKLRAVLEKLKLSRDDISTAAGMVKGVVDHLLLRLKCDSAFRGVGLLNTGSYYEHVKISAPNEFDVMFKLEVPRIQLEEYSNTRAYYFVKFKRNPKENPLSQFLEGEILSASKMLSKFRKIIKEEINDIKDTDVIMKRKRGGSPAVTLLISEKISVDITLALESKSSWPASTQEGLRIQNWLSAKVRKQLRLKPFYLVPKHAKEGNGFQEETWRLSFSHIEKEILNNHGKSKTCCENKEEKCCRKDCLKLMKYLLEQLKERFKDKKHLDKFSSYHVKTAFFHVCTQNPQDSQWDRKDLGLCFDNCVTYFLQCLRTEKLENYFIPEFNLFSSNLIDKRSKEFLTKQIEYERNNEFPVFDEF
NPYLR7 ag: mosquito NPYLR7 agonism; HEK293T NPYLR7/Galpha15, GCaMP6s calcium fluorescence; activation, % at 10 µM; hit rate 0.15% among 270,000; AID 1259423; in the data active = activation above about 40%;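 also: 0% = vehicle and 100% = reference agonist at the receptor; some compounds past the cut are filed as inactive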
* = called active by the depositor; · = no result given; & = joins results of further samples. Rule as the data show it, unless noted: active = inhibition above about 40%; inactive = the rest.

SMILES | mcGAS lum | hcGAS lum | NPYLR7 ag
CC(C)CCSc1nnc(C2CCNCC2)o1 | -4 | -5 | ·
COc1ccc(C=C2C(=O)NC(=S)NC2=O)c(OC)c1 | -2 | -5&0 | 20&-14
C=C(C)CN(CC)C1CCC(CC)CC1 (configuration not stated) | · | -7 | -12
Cc1sc2ncnc(N(C)C3CCN(C)CC3C)c2c1C (configuration not stated) | · | -2 | 6
C1=Cc2ccccc2C(N2CC2)c2ccccc21 | · | -4 | 11
CCOC(=O)C1C(=N)Oc2cc(C)n(C)c(=O)c2C12C(=O)N(CC)c1ccccc12 (configuration not stated) | -7 | -6 | 2
Cc1cc2c(cc1O)C(C)(O)C1OC1C2C(C)C (configuration not stated) | -7 | -9 | -6
C[C@H](N)CN1CCc2ccc(Br)cc21 | -5 | -9 | -1
NC(=O)c1ccc(NC(=O)c2cccn(Cc3ccccc3F)c2=O)cc1 | · | 0 | -2
CC(C)c1ncc(CN2CCN3CCCC3C2)cn1 (configuration not stated) | -8 | -15 | ·
CC1CNCCN1c1nccn2cnnc12 (configuration not stated) | · | 3 | -3
CC(C)(C)c1nn(-c2ccccc2Cl)c2c1C(c1ccc(F)cc1)SCC(=O)N2CC(=O)O (configuration not stated) | -2 | 2 | -8
NCCc1ccc(S(=O)(=O)F)cc1 | -3 | -2 | 7
CCn1ccnc1CN1CCCC(C(=O)c2ccc(Cl)cc2C)C1 (configuration not stated) | -6 | -4 | 0
CCN1CCN(C(=O)Cc2csc3nc(-c4ccccc4)cn23)CC1 | 0 | 6 | 6
CN1CC[C@@H](c2ccc(F)cc2)[C@H](COc2ccc3c(c2)OCO3)C1 | · | -8 | -11
CC1=C(C(=O)OC(C)C)C2(C(=O)Nc3ccccc32)C(C(=O)OCc2ccccc2)C(=N)O1 (configuration not stated) | -1 | -2 | -7
Fc1c(F)c(F)c(N2CCNCC2)c(F)c1F | · | -7 | -4
Cc1ccsc1C(=O)C1CCCN(CC#Cc2ccccc2)C1 (configuration not stated) | · | -2 | 2
CCC1CCC(N2CC(C)OC(C)C2)CC1 (configuration not stated) | · | 0 | -12
CCCN(C)CC1(O)CCC2(CCNCC2)CC1 | -5 | -8 | ·
CN1CC(=O)N(Cc2ccc(Cn3nc(C(=O)NCC4CCCO4)c4ccccc43)cc2)c2ccccc2C1=O (configuration not stated) | -6 | -5 | -4
Cc1cc(NC(=O)c2cccn(Cc3cccc(C(F)(F)F)c3)c2=O)no1 | · | -13 | 16
Cc1ccoc1C(=O)N1[C@H]2CCNC[C@@H]1CC2 | · | -1 | 2
O=C(NCCc1cnc2ccccn12)C1CC2(CCNCC2)CN1 (configuration not stated) | · | -3 | 33
SMILES | mcGAS lum | hcGAS lum | NPYLR7 ag
C=CCNC(=O)N1[C@@H]2C(=O)Nc3ccccc3[C@@H]2[C@@H](C(=O)OCC)[C@H]1c1ccccc1 | -8 | -3 | 1
Cc1ccccc1OCC(=O)N1CCN(Cc2cccc(-c3noc(-c4cccs4)n3)c2)CC1 | 2 | 4 | 5
Cc1cccc(-n2nc(C(C)(C)C)c3c2N(CC(=O)NC2CC2)C(=O)CSC3c2ccc3c(c2)OCO3)c1 (configuration not stated) | -2 | -5 | 11
O=C(COc1cccnc1)N1CCCC2(CCNC2)C1 (configuration not stated) | -17 | -2 | 7
CCc1ccc(CN2CCN3C(=O)CNC(=O)C3C2)nc1 (configuration not stated) | · | -8 | 10
CCCc1cc(C(=O)N2CCN(C)C3(CCN(C)CC3)C2)no1 | · | 5 | 1
COc1ccccc1[C@@H]1CN(C(=O)CCn2cncn2)[C@@H]2C3CCN(CC3)[C@@H]21 | · | -1 | 2
CN1CC(=O)N(Cc2ccc(Cn3nc(C(=O)NC4CCC4)c4ccccc43)cc2)c2ccccc2C1=O | -4 | -7 | -4
CCCNC1(C(F)(F)F)N=CNc2ccnc(C)c21 (configuration not stated) | · | 2 | -4
C[C@@H]1C[C@@H](O)[C@@]2(O)[C@]13CC(=O)OC[C@]2(C)[C@@](C)(O)C(=O)C3 | -4 | 0 | 4
CC(=O)OC[C@]12C[C@H](OC(=O)CC(C)C)C(C)=C[C@H]1O[C@H]1[C@H](O)[C@@H](OC(C)=O)[C@@]2(C)C12CO2 (some centres not stated) | -4 | -4 | 2
OCC1(CO)COC(c2cccnc2)N1 (configuration not stated) | · | -1 | 17
CC(=O)c1cccc(NC(=O)N2CCN(CCOC(c3ccccc3)c3cccc(C(F)(F)F)c3)CC2)c1 (configuration not stated) | 0 | 6 | 0
Cn1ccc(CC(=O)N2CCCC(N3CCN(Cc4ccc5c(c4)OCO5)CC3)C2)c1 (configuration not stated) | · | -6&-4 | 18&-1
Cc1nc(C)c2c(n1)OC(CN1CCC3(CC1)C(=O)Nc1ccccc13)C2 (configuration not stated) | · | -5 | 1
Cc1cc(C(=O)OC(C)C(=O)NC(C)C)c(C)n1C(C)C (configuration not stated) | · | -5 | 2
CC(C)CNC1CCC(O)CC1 (configuration not stated) | 0 | -4 | 1
CC(C)(C)OC(=O)N1C2CCCC(=O)C1CC2 (configuration not stated) | · | -3 | -1
CC(Cn1cncn1)NCc1noc(-c2ccco2)n1 (configuration not stated) | -7 | -2 | 18
O=C(O)COCC(=O)N1C[C@@H]2C[C@H](C1)c1c(-c3ccccc3)ccc(=O)n1C2 | -7 | -6 | -9
CCCNC(=O)c1nn(Cc2ccc(C(C)(C)C)cc2)c2ccccc12 | -4 | -6 | 6
CC(=O)O[C@@H]1CC[C@]2(C)C3CC[C@]4(C)C(=O)CCC4C3CC[C@H]2C1 (some centres not stated) | · | -3 | -7
CN1C[C@H](CO)C=C2c3cccc4[nH]cc(c34)C[C@H]21 | · | -5 | 1
Nc1ncccc1CN1CCCC(C(=O)c2cccc3ccccc23)C1 (configuration not stated) | · | -2 | -5
CCCNc1ncc(CN2CCC3(CCCN(C)C3=O)C2)cn1 (configuration not stated) | · | -3 | -2
SMILES | mcGAS lum | hcGAS lum | NPYLR7 ag
COCc1nc(-c2cccc(CN3CCN(C(=O)Cc4ccc(OC)nc4)CC3)c2)no1 | -6 | -3 | 7
CN(C)C(C#N)c1cn(C)c2ccccc12 (configuration not stated) | · | 0 | 12
Cc1ccc(C(c2ccccc2)N2CCN(C(=O)Cc3cccs3)CC2)cc1 (configuration not stated) | -6 | -9 | 24
CN(C)[C@@H]1C(=O)C(C(N)=O)C(=O)[C@@]2(O)C(=O)C3=C(O)c4c(O)cccc4[C@@](C)(O)[C@H]3C[C@@H]12 (some centres not stated) | -4 | 3&1&-1 | -11&0
N#Cc1ccccc1S(=O)(=O)N1CCN(CCOC(c2ccccc2)c2ccccc2)CC1 | -8 | -7 | 4
C#CCN(C)S(=O)(=O)c1ccc(Cn2nc(C(=O)Nc3nncs3)c3ccccc32)cc1 | -4 | -8 | 7
COC(=O)NP(=O)(NNc1ccccc1)OC (configuration not stated) | · | -8 | 4
CCOC(=O)C1(CCOc2ccccc2)CCN(Cc2ccc(C)s2)CC1 | -2 | -4&-4 | 29&7
COc1cc2c(cc1OC)C1(CCCC1)CNC2 | -3 | -3 | 8
Cc1ccc(P2(=S)C3CCCCC3=NN2c2ccccc2)o1 (configuration not stated) | -8 | -3&-7 | 0&2
NC(Cc1cccc(O)c1)c1ccccc1 (configuration not stated) | · | -5 | -5
CN1C(=O)C(=Cc2ccc(N(C)C)c([N+](=O)[O-])c2)C(=O)N(C)C1=O | -5 | -2 | -13
C#C[C@H]1CN2CC[C@H]1C[C@@H]2CNC(=O)c1ccccc1C(=O)O | -7 | -6 | -8
CC1(C)CC2=NN(c3ccccc3)P(=S)(Nc3nccs3)C2=C(N2CCOCC2)C1 (configuration not stated) | · | -5&-7 | 6&-2
Cc1ccc2c(c1)C(c1ccccc1)NCC(=O)N2 (configuration not stated) | -3 | 0 | -4
COc1ccc2ccccc2c1-c1nc2ccccc2c(=O)n1-c1ccc(C)cc1 | -13 | -11 | 1
CC(CNc1cncc(Cl)n1)N1CCN(C)CC1 (configuration not stated) | · | -5 | 0
O=C(Cc1c(F)cccc1F)N1CCN(Cc2cccc(-c3noc(-c4cccnc4)n3)c2)CC1 | -5 | -7 | 21
O=C1CC[C@@]2(O)C3Cc4ccc(O)c5c4C2(CCN3CC2CC2)[C@H]1O5 (some centres not stated) | -3 | -10 | 5
CNC(=O)[C@@H]1[C@@H](c2ccccc2)CN2CCN(S(C)(=O)=O)C[C@H]12 | -2 | 3 | 2
Cc1nn(-c2ccccc2)c(C)c1C1SCC(=O)Nc2ccsc21 (configuration not stated) | · | -2 | 1
O=S(=O)(c1ccc(C(F)(F)F)cc1)N1CCN(CCOC(c2ccc(Cl)cc2)c2ccc(Cl)cc2)CC1 | -7 | -2 | 29
COC(=O)C1C(=N)Oc2cc(C)n(Cc3ccco3)c(=O)c2C12C(=O)N(C)c1ccccc12 (configuration not stated) | -7 | -2 | 0
O=C(Cc1ccc(F)cc1)N1CCN(Cc2ccc(-c3noc(-c4ccccc4)n3)cc2)CC1 | -5 | -4 | 3
CN(CCc1c[nH]c2ccc(NC(=O)C(F)(F)C(F)(F)C(F)(F)F)cc12)C1CCCCC1 | -9 | -11 | 5

Record cards, from the list above. Order of values: mcGAS lum	hcGAS lum	NPYLR7 ag
`COc1ccc2ccccc2c1-c1nc2ccccc2c(=O)n1-c1ccc(C)cc1` as listed: -13	-11	1
`CCOC(=O)C1(CCOc2ccccc2)CCN(Cc2ccc(C)s2)CC1` as listed: -2	-4&-4	29&7

Additional compounds follow:
SMILES | mcGAS lum | hcGAS lum | NPYLR7 ag
CN1CCC(N(C)c2ncnc3ccc(Br)cc23)CC1 | · | 0 | 7
CC(=O)C(NC(=O)CCl)C(C)C (configuration not stated) | · | -11 | 0
COc1cc(O)cc2c1C(=O)OC(C)CCCC(=O)CCCC=C2 (configuration not stated) | · | 5 | -1
COCc1cc(C2SCC(=O)Nc3c2c(=O)[nH]n3C(C)C)ccc1OC (configuration not stated) | -2 | 0 | -1
Fc1cccc([C@H]2CN(Cc3ccco3)[C@@H]3C4CCN(CC4)[C@H]23)c1F | · | -9 | 12
O=C(N/N=C\c1ccc([N+](=O)[O-])o1)c1cc([N+](=O)[O-])cc([N+](=O)[O-])c1O | · | 1 | -3
NP(=O)(OCC(F)(F)F)Oc1cccc2ccccc12 (configuration not stated) | · | -5&-1 | 6&9

In another format: 21 of the compounds above
Fields – mcGAS lum | hcGAS lum | NPYLR7 ag
- COc1cc2c(cc1OC)C1(CCCC1)CNC2
  -3 | -3 | 8
- Cc1ccc(P2(=S)C3CCCCC3=NN2c2ccccc2)o1 (configuration not stated)
  -8 | -3&-7 | 0&2
- NC(Cc1cccc(O)c1)c1ccccc1 (configuration not stated)
  · | -5 | -5
- CN1C(=O)C(=Cc2ccc(N(C)C)c([N+](=O)[O-])c2)C(=O)N(C)C1=O
  -5 | -2 | -13
- C#C[C@H]1CN2CC[C@H]1C[C@@H]2CNC(=O)c1ccccc1C(=O)O
  -7 | -6 | -8
- CC1(C)CC2=NN(c3ccccc3)P(=S)(Nc3nccs3)C2=C(N2CCOCC2)C1 (configuration not stated)
  · | -5&-7 | 6&-2
- Cc1ccc2c(c1)C(c1ccccc1)NCC(=O)N2 (configuration not stated)
  -3 | 0 | -4
- COc1ccc2ccccc2c1-c1nc2ccccc2c(=O)n1-c1ccc(C)cc1
  -13 | -11 | 1
- CC(CNc1cncc(Cl)n1)N1CCN(C)CC1 (configuration not stated)
  · | -5 | 0
- O=C(Cc1c(F)cccc1F)N1CCN(Cc2cccc(-c3noc(-c4cccnc4)n3)c2)CC1
  -5 | -7 | 21
- O=C1CC[C@@]2(O)C3Cc4ccc(O)c5c4C2(CCN3CC2CC2)[C@H]1O5 (some centres not stated)
  -3 | -10 | 5
- CNC(=O)[C@@H]1[C@@H](c2ccccc2)CN2CCN(S(C)(=O)=O)C[C@H]12
  -2 | 3 | 2
- Cc1nn(-c2ccccc2)c(C)c1C1SCC(=O)Nc2ccsc21 (configuration not stated)
  · | -2 | 1
- O=S(=O)(c1ccc(C(F)(F)F)cc1)N1CCN(CCOC(c2ccc(Cl)cc2)c2ccc(Cl)cc2)CC1
  -7 | -2 | 29
- COC(=O)C1C(=N)Oc2cc(C)n(Cc3ccco3)c(=O)c2C12C(=O)N(C)c1ccccc12 (configuration not stated)
  -7 | -2 | 0
- O=C(Cc1ccc(F)cc1)N1CCN(Cc2ccc(-c3noc(-c4ccccc4)n3)cc2)CC1
  -5 | -4 | 3
- CN(CCc1c[nH]c2ccc(NC(=O)C(F)(F)C(F)(F)C(F)(F)F)cc12)C1CCCCC1
  -9 | -11 | 5
- CN1CCC(N(C)c2ncnc3ccc(Br)cc23)CC1
  · | 0 | 7
- CC(=O)C(NC(=O)CCl)C(C)C (configuration not stated)
  · | -11 | 0
- COc1cc(O)cc2c1C(=O)OC(C)CCCC(=O)CCCC=C2 (configuration not stated)
  · | 5 | -1
- COCc1cc(C2SCC(=O)Nc3c2c(=O)[nH]n3C(C)C)ccc1OC (configuration not stated)
  -2 | 0 | -1

Not all compounds are listed, so the mix of outcomes need not match the whole.
